Bioassay records: PubChem, National Center for Advancing Translational Sciences (NCATS)
TRPV1 agonist: human TRPV1 agonism | actives 0.19% (n = 320,000) | AID 540275 | Q8NER1 | TRPV1-expressing cells, Fluo-8 calcium influx, agonist mode | activation, % at 8.33 µM; in the data active = activation above about 80%; inconclusive = between about 30% and that limit; also: 0% is about no effect
Target sequence (Q8NER1 whole entry, looked up): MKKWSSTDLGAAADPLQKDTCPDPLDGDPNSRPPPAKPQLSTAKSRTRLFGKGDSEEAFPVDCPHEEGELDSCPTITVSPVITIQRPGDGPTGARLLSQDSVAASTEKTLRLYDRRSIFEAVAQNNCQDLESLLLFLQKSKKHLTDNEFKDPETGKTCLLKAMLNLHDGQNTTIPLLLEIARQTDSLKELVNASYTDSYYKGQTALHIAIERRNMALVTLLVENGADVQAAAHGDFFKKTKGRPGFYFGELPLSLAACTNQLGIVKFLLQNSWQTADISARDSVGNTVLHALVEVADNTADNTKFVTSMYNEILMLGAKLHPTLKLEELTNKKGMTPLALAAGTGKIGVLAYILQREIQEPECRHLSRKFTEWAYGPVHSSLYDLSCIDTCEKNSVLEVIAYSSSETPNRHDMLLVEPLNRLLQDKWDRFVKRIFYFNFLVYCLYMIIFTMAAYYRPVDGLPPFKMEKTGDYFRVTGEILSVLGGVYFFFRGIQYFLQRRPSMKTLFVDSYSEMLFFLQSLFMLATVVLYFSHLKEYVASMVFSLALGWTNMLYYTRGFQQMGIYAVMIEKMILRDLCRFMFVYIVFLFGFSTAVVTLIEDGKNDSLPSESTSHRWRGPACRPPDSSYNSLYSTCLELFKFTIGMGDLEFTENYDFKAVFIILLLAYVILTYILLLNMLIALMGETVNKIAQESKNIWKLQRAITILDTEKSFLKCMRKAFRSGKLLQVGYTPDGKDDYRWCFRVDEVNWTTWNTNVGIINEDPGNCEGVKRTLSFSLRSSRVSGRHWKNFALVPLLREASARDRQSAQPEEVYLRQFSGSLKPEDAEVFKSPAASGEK
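Fluo-8 calcium influx in TRPV1-expressing cells, kinetic read (ex 480/em 520 nm). Compound added and read 3 min for agonist activity, followed by capsaicin at EC20 final and 2 min further read for enhancement.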
TCR act: activators of T cell receptors; primary human leukocytes, anti-CD3, IL-2 HTRF, 48 h; Potency, µM (top dose mostly 9.22 µM), for inactives: top-dose activation of IL-2 secretion, usual class: activators; AID 504894; 330,000 tested, under 10 active; also: % of control where 0% means no effect
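48 hr co-incubation of compounds, a-CD3 beads and primary human leukocytes; IL-2 quantified homogeneously by HTRF with anti-IL-2 K and d2 conjugates.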
CXXC DNA block: inhibitors of human MLL CXXC domain-DNA interaction | MLL-CXXC / FITC-HOXA9 DNA fluorescence polarization | Potency, µM (series often up to 115 µM), for inactives: at the highest dose activity change, negative = inhibition, hits mostly inhibitors | actives 0.037% (n = 290,000); active = well fitted inhibition curve with a large enough effect in the polarisation, with a control signal flat, not every such curve was filed as active; inconclusive = small, poorly fitted or top-dose-only effect, or effect the other way, or a change in a side signal; inactive = no such curve, though single readings can be large or run the other way; the % refers to the polarisation; also: potency is read from the fitted curve at half-maximal effect
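Purified MLL-CXXC (added from a 7 uM solution) was preincubated 5 min at ambient with pinned compounds in 50 mM Tris-HCl pH 7.5, 50 mM NaCl, 1 mM DTT, 0.05% BSA. Fluorescein-labeled HOX-A9 DNA (50 nM solution) followed, 30 min, then polarization read.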
BRCA1 expr up: activators of BRCA1 expression | MCF7-BRCA1-FFLuc reporter, luminescence, 48 h; response scale: scaled: vehicle 0%, 10 µM genistein 100% | Potency, µM (doses to about 46.1 µM), for inactives: at the top dose activation, most hits filed as activators | actives 1.1% (n = 380,000) | AID 624202; also: potency is read from the fitted curve at half-maximal effect; nearly all actives have a fitted effect of over 80% in size; some results filed as inactive show a strong effect at the top dose
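MCF7-BRCA1-FFLuc, 2000 cells/well; 2 h attach, 37 °C/5% CO2; compound 48 h; luciferase substrate 15 min; luminescence end-point. Norm. to genistein 10 microM max activation and DMSO; concentration-response curves fitted.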
p53 reactivator: mutant p53 re-activation in reporter cells | H1299 p53-A138V BP100-luciferase reporter, luminescence, 24 h | Potency, µM (top dose mostly 92.2 µM), for inactives: top-dose activity change, positive = activation, most hits filed as activators | actives 0.063% (n = 320,000); also: potency is read from the fitted curve at half-maximal effect; % of control where 0% means no effect; nearly all actives have a fitted effect of over 45% in size
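H1299 (p53-null), stable ts p53-A138V + BP100-Luc; 1000 cells/well, Opti-MEM/10% FBS; cpd 4 pt, 1:5; 24 h, 37 deg C, 5% CO2; detection reagent 10 min RT; luminescence.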
AT treatment: potential ataxia-telangiectasia treatments restoring KAP-1 phosphorylation; […] A-T fibroblasts, KAP-1 phosphorylation AlphaLISA; neocarzinostatin DNA damage 30 min before lysis; Potency, µM (top dose mostly 57.5 µM), for the others: at the top dose activation, actives largely listed as activators; actives 0.19% (n = 320,000); AID 485349; also: potency is read from the fitted curve at half-maximal effect; % of control where 0% means no effect; nearly all actives have a fitted effect of over 45% in size
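ATM-like activity read as KAP-1 phosphorylation via AlphaLISA donor/acceptor antibody pairs after lysis and 6 hr at 25C. Cells were ATM-null patient fibroblasts ([…], hTERT), dosed 60 min, then exposed to the DSB inducer NCS for 30 min.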
PTAP TSG101 blk: blocks PTAP/TSG101 interaction to inhibit HIV-1 budding; 340,000 tested, under 10 active; Fluorescence polarization, FITC-PTAP peptide / Tsg101 binding; Q99816; Potency, µM (titrated, usually from 115 µM), for inactives: top-dose activity change, negative = inhibition, usual class: inhibitors; active = well fitted inhibition curve with a large enough effect in the main read-out, with a control signal flat, not every such curve was filed as active; inconclusive = small, poorly fitted or top-dose-only effect, or effect the other way, or a change in a side signal; inactive = no such curve, though single readings can be large or run the other way; also: potency is read from the fitted curve at half-maximal effect; % of control where 0% means no effect
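Steps: Tsg101 binding domain dispensed (10 uM final), compounds pinned in DMSO, FITC-labeled PTAP-motif peptide added (50 nM final); after 20 min binding at room temperature, polarization measured.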
ELG1 repair inh: ELG1-dependent DNA repair inhibition. HEK293T ELG1-luciferase reporter, luminescence, 16 h; DNA damage induced by 5-fluorouridine. Potency, µM (series often up to 46.1 µM), inactives show top-dose activity change, negative = inhibition, most hits filed as inhibitors. actives 2.3% (n = 330,000); also: potency is read from the fitted curve at half-maximal effect; % is scaled to controls: 0 for no effect and ±100 for the full control effect; nearly all actives have a fitted effect of over 55% in size
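Quantitative HTS, concentration-response format. 2,000 cells/well co-treated with 5-fluorouridine and compound, 16 hr in 5% CO2 at 37 °C; ONE-Glo luminescence read after 30 min.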
Integrin act MD: activates integrin-mediated alleviation for muscular dystrophy; alpha7betagal myoblasts, beta-gal FDG fluorescence, 48 h; Potency, µM (top dose mostly 38.3 µM), for inactives: top-dose activation, hits mostly activators; actives 0.064% (n = 350,000); AID 624291;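 also: potency is read from the fitted curve at half-maximal effect; 100% = response of the positive control SU9516; nearly all actives have a fitted effect of over 60% in size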
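Alpha7betagal+/- myoblasts (passage 13) were plated 16-24 hr, then exposed to compounds (1:260 dilution of DMSO stock) for 48 hours at 37C. After MPER lysis, β-galactosidase reporter activity was read as FDG fluorescence (ex 480/em 540) after 30 minutes.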
B2AR arrestin: recruits beta-arrestin to the human beta2-adrenergic receptor. P07550. beta-arrestin recruitment to beta2AR, cell-based reporter. Potency, µM (highest dose often 46.1 µM), for inactives: at the top dose activation, hits mostly activators. actives 0.02% (n = 330,000). AID 492947;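 also: potency is read from the fitted curve at half-maximal effect; 0% = DMSO controls and full agonism = EC100 isoproterenol or metaproterenol; nearly all actives have a fitted effect of over 65% in size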
Active calls of the source: *; ? = inconclusive; . = no result given; & = joins results of further samples; [ ] = remark or other dose. Unless noted, calls follow the shape of the dose curve; as a rule, active = well fitted curve in the direction sought with a large enough effect; inconclusive = small, poorly fitted or top-dose-only effect, or another doubt; inactive = no such curve, though single readings can be large; an effect the other way counts as inactive or inconclusive. Compounds were not picked by outcome, and some 3.8% of all compounds hit somewhere here.

SMILES | TRPV1 agonist | TCR act | CXXC DNA block | BRCA1 expr up | p53 reactivator | AT treatment | PTAP TSG101 blk | ELG1 repair inh | Integrin act MD | B2AR arrestin
CN(CC(O)CON=C1c2ccccc2-c2ccccc21)S(=O)(=O)c1ccc(Br)cc1 (configuration not stated) | 2 | -1%[46.1 µM] | 13% | -83% | -1% | 5% | -1% | 21µM* | -50%[inhibitor] | -0.1%
O=C(NCCc1ccccc1)C1CCCN1C(=O)NCc1ccccc1 (configuration not stated) | 5 | 3% | 4% | -16% | -6% | -2% | -2% | -4% | -6% | -0.5%
COc1ccc(OC2C(=O)N(c3ccc(C)c(C)c3)C2c2ccc(OC)c(OC)c2)cc1 (configuration not stated) | 2 | -1%[46.1 µM] | -1% | -17% | 2% | 6% | -2% | ? | -17% | -0.7%
CC1(C)NC(=O)N(CCOCCOc2ccccc2-c2ccccc2)C1=O | ? | -8% | 4% | -7% | -3% | 5% | -7% | -16% | 8% | 0.1%
CN(CC(=O)Nc1ccccc1C(F)(F)F)C(=O)c1ccc(N2C(=O)CCC2=O)cc1 | -1 | 2% | . | 0% | -1% | 0% | -3% | 0% | 0% | -0.9%
COc1ccc(/C=C2\SC(=O)N(CC(=O)NC3C=CS(=O)(=O)C3)C2=O)cc1 (configuration not stated) | 6 | 2% | 4% | 2% | -4% | -2% | 0% | 21% | -30% | 0.0%
Cc1cc(NC(=O)CSCC(=O)Nc2nc3ccc(F)cc3s2)no1 | 1 | -6% | . | 9% | ? | 15% | -3% | ? | 21% | -0.1%
CC(C)CN(C(=O)COC(=O)CSc1ccccc1)c1c(N)n(Cc2ccccc2)c(=O)[nH]c1=O | -1 | 0% | . | 3% | 6% | -5% | 0% | 20% | 0% | -0.1%
CCn1cc(C(=O)NCCCN2CCCC2)c(=O)c2cc(S(=O)(=O)N3CCc4ccccc4C3)ccc21 | 1 | -6% | 11% | -18% | 11% | -1% | -6% | 10% | 12% | -0.2%
CN(C)c1cccc(C(=O)OCC(=O)N(C)c2ccccc2)c1 | 3 | 1% | 15% | -2% | 4% | 4% | -4% | -13% | 2% | -0.4%
CC(c1ccccc1)n1c(SCC(=O)Nc2ccccc2)n[nH]c1=O (configuration not stated) | 8 | 0% | 11% | -21% | -5% | -1% | -7% | ? | ? | 0.1%
CCOC(=O)N/N=C/c1ccc(F)cc1 | 3 | -4% | -15% | 43% | ? | -3% | -8% | ? | 1% | -0.4%
CCCCCN(C(=O)CCC(=O)OCC(=O)Nc1ccc(C)cc1F)c1c(N)n(CCCC)c(=O)[nH]c1=O | 4 | 2% | -4% | -3% | -15% | 24% | 1% | -7% | -6% | 4.7%
COc1ccc(CNC(=O)[C@@H](C)NC(=O)C2CCN(C(=O)[C@@H](N)CCSC)CC2)cc1 | 1 | 2% | 5% | 6% | . | -3% | -1% | 29% | 7% | 0.0%
O=C(NCc1cccnc1)c1ccc(CN2CCc3ccccc3C2)cc1 | -6 | 1%[46.1 µM] | -2% | -29% | -22% | -7% | -4% | ? | -32% | 1.5%
CCn1c(C)cc(/C=C2/NC(=O)N(Cc3ccccc3F)C2=O)c1C | ? | 5% | 4% | 14% | 0% | 1% | 1% | ? | -16% | -0.3%
CC(NC(=S)NC(=O)c1cccs1)c1ccccc1 (configuration not stated) | . | 4% | . | -14% | 5% | -9% | -10% | -11% | 13% | -0.7%
CCOC(=O)c1sc(NC(=O)CN2CC(C)OC(C)C2)nc1C (configuration not stated) | 0 | 11% | -4% | -12% | 12% | 8% | 3% | -6% | -3% | -0.2%
CC(=O)N1CCCc2cc(S(=O)(=O)CCC(=O)N3CCN(c4ccccc4)CC3)ccc21 | 1 | -6% | -3% | -4% | 1% | -1% | -3% | -11% | 22% | -3.6%
CCCc1nnc(NC(=O)CCC(=O)N2CCC(Cc3ccccc3)CC2)s1 | 5 | 4% | 13% | -47% | 3% | 5% | -3% | 3% | ? | 0.4%
C=CCn1c(COc2ccccc2)nnc1SCC(=O)N/N=C/c1cc(Cl)ccc1O | 0 | -8% | -8% | -31% | . | . | -3% | . | 9% | .
CC(C)Nc1nc(NC(C)(C)C)nc(Oc2ccc(=O)n(C)n2)n1 | -2 | 4% | 2% | 0% | -1% | 0% | 1% | ? | 20% | -0.3%
Clc1ccc(-c2nc3ncccn3c2Nc2ccc3c(c2)OCCO3)cc1 | . | -1% | 21% | 2%&-20% | 4% | -7% | -4% | 16% | 25% | 0.1%
CC(C)(C)n1nnnc1C(c1cccnc1)N(Cc1ccccc1)Cc1cccs1 (configuration not stated) | ? | -15% | 5% | -81% | -3% | 9% | -5% | -3% | 18% | -0.9%
S=C(Nc1ccccc1)Nn1cnnc1 | 1 | -7%[46.1 µM] | 8% | -2% | 7% | -2% | -3% | 16% | 13% | -0.4%

Rewritten tab-delimited: 8 of the compounds above
compound	TRPV1 agonist	TCR act	CXXC DNA block	BRCA1 expr up	p53 reactivator	AT treatment	PTAP TSG101 blk	ELG1 repair inh	Integrin act MD	B2AR arrestin
CCOC(=O)c1sc(NC(=O)CN2CC(C)OC(C)C2)nc1C (configuration not stated)	0	11%	-4%	-12%	12%	8%	3%	-6%	-3%	-0.2%
CC(=O)N1CCCc2cc(S(=O)(=O)CCC(=O)N3CCN(c4ccccc4)CC3)ccc21	1	-6%	-3%	-4%	1%	-1%	-3%	-11%	22%	-3.6%
CCCc1nnc(NC(=O)CCC(=O)N2CCC(Cc3ccccc3)CC2)s1	5	4%	13%	-47%	3%	5%	-3%	3%	?	0.4%
C=CCn1c(COc2ccccc2)nnc1SCC(=O)N/N=C/c1cc(Cl)ccc1O	0	-8%	-8%	-31%	.	.	-3%	.	9%	.
CC(C)Nc1nc(NC(C)(C)C)nc(Oc2ccc(=O)n(C)n2)n1	-2	4%	2%	0%	-1%	0%	1%	?	20%	-0.3%
Clc1ccc(-c2nc3ncccn3c2Nc2ccc3c(c2)OCCO3)cc1	.	-1%	21%	2%&-20%	4%	-7%	-4%	16%	25%	0.1%
CC(C)(C)n1nnnc1C(c1cccnc1)N(Cc1ccccc1)Cc1cccs1 (configuration not stated)	?	-15%	5%	-81%	-3%	9%	-5%	-3%	18%	-0.9%
S=C(Nc1ccccc1)Nn1cnnc1	1	-7%[46.1 µM]	8%	-2%	7%	-2%	-3%	16%	13%	-0.4%

Additional results
SMILES | TRPV1 agonist | TCR act | CXXC DNA block | BRCA1 expr up | p53 reactivator | AT treatment | PTAP TSG101 blk | ELG1 repair inh | Integrin act MD | B2AR arrestin
CNC(=O)CN1C(=O)c2ccccc2S1(=O)=O | -1 | -4% | -2% | 2% | 14% | -1% | -4% | 6% | 13% | -0.3%
COc1ccc(N2CCN(C(=O)c3ccc(COc4ccc5c(C)cc(=O)oc5c4)cc3)CC2)cc1 | -4 | 2% | -3% | 3% | 7% | 5% | -5% | ? | -16% | -0.8%
CC(C)OC(=O)C1=C2SCC(=O)N2C(N)=C(C#N)C1 | 2 | 6% | 8% | 25% | -1% | 0% | -4% | 1% | 5% | -0.2%
O=C(COc1ccc2ccc(=O)oc2c1)NCCCN1CCCC1=O | -1 | -1% | 3% | -10% | 7% | -7% | 1% | 6% | 22% | -1.1%
Cc1cc2n(n1)C(c1ccccc1)CC(c1ccc(Br)cc1)=N2 (configuration not stated) | 2 | 0%[46.1 µM] | 7% | 73% | ? | 6% | -12% | ? | -33% | -0.1%
O=C(NCCCN1CCOCC1)c1ccc(Sc2ccccc2Cl)c([N+](=O)[O-])c1 | 14 | 7%[46.1 µM] | 13% | -39% | -5% | 1% | -2% | ? | -5% | 0.0%
Cc1cc(=O)oc2cc(OC(C)C(=O)Nc3nccs3)ccc12 (configuration not stated) | -1 | -3% | 4% | -1% | 15% | 1% | -2% | -1% | 7% | -0.2%
O=C(COc1ccccc1Cl)Nc1cccnc1 | 0 | -5% | -2% | -6% | 6% | -4% | 0% | ? | 0% | -0.4%
Cc1cccc(Nc2n[nH]c(=S)s2)c1C | 0 | 4% | ? | 39% | -12% | 7% | -5% | 16% | 7% | -0.7%
CCn1c(SC)nnc1-c1sc2cc(Cl)ccc2c1Cl | 0 | -5% | 0% | 54% | 1% | 9% | -3% | -8% | 19% | 0.3%
CC(OC(=O)c1ccc2c(=O)n3c(nc2c1)CCC3)C(=O)NC1CCCCC1C (configuration not stated) | -2 | -4% | -1% | 0% | 0% | 7% | 0% | -4% | 21% | 5.7%
